Bioassay records (PubChem BioAssay)
D3 ag: agonists of human D3 dopamine receptor; P35462; D3R DiscoveRx beta-arrestin cells, luminescence, 90 min; max activation, %; actives 0.58% (n = 410,000); AID 652048; in the data active means max activation above about 30%; further: 0% is about no effect; mostly tested at two doses, the higher about 12 µM
Target sequence (P35462 whole entry, looked up): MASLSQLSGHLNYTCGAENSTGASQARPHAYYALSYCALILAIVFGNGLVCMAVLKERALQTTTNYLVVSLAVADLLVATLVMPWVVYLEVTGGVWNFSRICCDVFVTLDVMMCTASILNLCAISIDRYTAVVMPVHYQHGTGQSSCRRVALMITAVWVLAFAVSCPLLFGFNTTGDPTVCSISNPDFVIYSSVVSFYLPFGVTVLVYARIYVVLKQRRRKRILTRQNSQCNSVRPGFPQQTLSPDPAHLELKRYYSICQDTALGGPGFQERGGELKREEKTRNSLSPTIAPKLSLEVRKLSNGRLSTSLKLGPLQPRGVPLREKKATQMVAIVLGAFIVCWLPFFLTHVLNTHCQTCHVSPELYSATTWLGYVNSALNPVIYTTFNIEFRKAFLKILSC
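Agonist mode: compounds and dopamine controls were applied to plated cells for 90 min at 37 degrees C after an overnight attachment at 1500 cells/well. Luminescent read-out followed 30 - 60 minutes at room temperature with DiscoveRx detection reagent.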
KB-V1 cytotox: kills drug-selected multidrug resistant KB-V1 cells; KB-V1 MDR cells viability, CellTiter-Glo, 72 h; Potency, µM (series often up to 46.1 µM), for the others: at the highest dose activity change, negative = cytotoxicity, most hits filed as cytotoxic; actives 3.4% (n = 400,000); AID 1347076; further: potency means the concentration at half of the fitted maximal effect; on the % scale 0 is the no-effect control and ±100 the full control effect; nearly all actives have a fitted effect of over 60% in size
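Following 72 h at 37 degrees C with compound, KB-V1 cell viability was read by CellTiter-Glo luminescence, medium being phenol-red-free DMEM plus 10% FBS; concentration-response parameters came from normalized, curve-fitted qHTS data.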
KB-3-1 tox: KB-3-1 parental cell cytotoxicity. KB-3-1 viability, CellTiter-Glo ATP luminescence, 72 h. Potency, µM (titrated, usually from 46.1 µM), for the others: at the highest dose activity change, negative = cytotoxic, actives largely listed as cytotoxic. actives 1.4% (n = 400,000). AID 1347075; further: potency means the concentration at half of the fitted maximal effect; on the % scale 0 is the no-effect control and ±100 the full control effect; nearly all actives have a fitted effect of over 60% in size
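Here the drug-naive KB-3-1 line serves as comparator for MDR sub-line selectivity; cells received compound titrations, 72 h at 37 °C, then CellTiter-Glo readout.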
HT1080NT lethal: kills 2HG-producing HT-1080-NT fibrosarcoma cells; AID 686970; Potency, µM (series often up to 46.1 µM), for inactives: at the highest dose activity, negative = less viability, hits mostly cytotoxic; HT-1080-NT fibrosarcoma viability, CellTiter-Glo ATP luminescence, 48 h; actives 1.6% (n = 360,000);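 further: NT is the 2HG producing partner of a matched IDH1 knockdown line; potency means the concentration at half of the fitted maximal effect; 0% = DMSO-treated cells and -100% = media-only wells without cells; nearly all actives have a fitted effect of over 55% in size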
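HT-1080-NT; 750 cells/well; 5% FBS RPMI; 48 h compound, 37 degrees C; CellTiter-Glo luminescence; curve fitting and curve-class assignment.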
SW480 rerep: induces DNA re-replication in SW480 colon adenocarcinoma cells; SW480 DNA re-replication, Hoechst DNA content imaging, 48 h; Potency, µM (series often up to 46.1 µM), for the others: at the top dose re-replication activation, most hits filed as activators; actives 1.8% (n = 340,000); AID 624297; further: potency means the concentration at half of the fitted maximal effect; % of control where 0% means no effect; nearly all actives have a fitted effect of over 55% in size
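Image-based DNA-content assay: after two days of treatment, nuclei were labelled with the DNA dye Hoechst and imaged, and hits were compounds raising the count of nuclei showing high fluorescence intensity.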
HT1080 IDH1KD tx: HT-1080 IDH1 knockdown cell toxicity (counter line); HT-1080 IDH1 knockdown viability, ATP luminescence, 48 h; Potency, µM (top dose mostly 46.1 µM), for the others: at the highest dose activity, negative = toxicity, hits mostly cytotoxic; actives 2% (n = 360,000);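 further: potency means the concentration at half of the fitted maximal effect; 0% = DMSO wells and -100% = cell-free medium wells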
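IDH1KD HT-1080 cells, 750/well, RPMI + 5% FBS; compound pinned after 2 h settling; 48 h, 37 °C; CellTiter-Glo luminescence; % activity normalised to DMSO and no-cell wells; curves fitted, classed by r2 and efficacy.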
IL1B secr inh: inflammasome signaling inhibition, IL-1 beta readout; THP-1 LPS/ATP IL-1B secretion, AlphaLISA, 16 h; hits give low values; actives 4.7% (n = 360,000); activity change, % at 57.5 µM; in the data active means activity change below about -50%; inconclusive means mostly about -30% to -49%; further: on the % scale 0 is the no-effect control and ±100 the full control effect
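Secreted IL-1B measured by AlphaLISA bead assay after 16 h compound exposure of THP-1 cells; compounds (final up to 57.5 uM) added 1 h before LPS (250 ng/mL) and ATP (1.25 mM) stimulation; lower signal means less secretion.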
DRD3 antagonist: blocks the human D3 dopamine receptor; P35462; D3R cells, DiscoveRx beta-arrestin luminescence, antagonist mode; hits give low values; max response, negative = inhibition, %; actives 2.5% (n = 360,000); AID 652054; in the data active means max response below about -50%; inconclusive means no clear call, values can overlap the other calls; further: on the % scale 0 is the no-effect control and ±100 the full control effect; mostly tested at two doses, the higher about 12 µM
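Cells plated overnight at 1500 cells/well, then exposed to library compounds with dopamine controls for 90 minutes at 37 degrees C. DiscoveRx reagent added for 30–60 minutes at room temperature; luminescence read, quantitative HTS format.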
GLP1R ag: GLP-1 receptor (human) agonism. P43220. HEK293 GLP-1R CRE-luciferase, luminescence, 4-6 h; cells express a hypersensitive GLP-1R form. Potency, µM (doses to about 45.6 µM), without a hit: at the top dose activation, actives largely listed as activators. actives 0.007% (n = 380,000). AID 624172; further: potency means the concentration at half of the fitted maximal effect; % of control where 0% means no effect
Target sequence (P43220 whole entry, looked up): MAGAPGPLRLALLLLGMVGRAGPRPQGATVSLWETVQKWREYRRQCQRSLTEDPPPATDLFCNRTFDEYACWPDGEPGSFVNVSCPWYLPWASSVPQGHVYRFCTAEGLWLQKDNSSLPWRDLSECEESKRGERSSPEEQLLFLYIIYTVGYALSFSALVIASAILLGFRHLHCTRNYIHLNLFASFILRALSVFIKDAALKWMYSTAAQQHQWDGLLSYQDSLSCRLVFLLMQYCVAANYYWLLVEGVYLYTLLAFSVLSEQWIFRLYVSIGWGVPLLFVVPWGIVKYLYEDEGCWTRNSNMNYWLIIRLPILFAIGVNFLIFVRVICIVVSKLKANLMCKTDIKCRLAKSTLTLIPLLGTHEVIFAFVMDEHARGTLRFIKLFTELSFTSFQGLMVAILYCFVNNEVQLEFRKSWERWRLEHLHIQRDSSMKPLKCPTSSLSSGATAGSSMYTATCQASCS
The depositor's hits bear a star; ? = inconclusive; · = not tested or not shown; [ ] = remark or other dose. Unless noted, the call rests on the fitted dose curve; in most records, active means well fitted curve in the direction sought with a large enough effect; inconclusive means small, poorly fitted or top-dose-only effect, or another doubt; inactive means no such curve, though single readings can be large; an effect the other way counts as inactive or inconclusive. Hits appear at their usual frequency; overall some 12% were active at least once.

SMILES	D3 ag	KB-V1 cytotox	KB-3-1 tox	HT1080NT lethal	SW480 rerep	HT1080 IDH1KD tx	IL1B secr inh	DRD3 antagonist	GLP1R ag
O=C(Nc1ccc2oc(-c3ccccc3)nc2c1)C1CCCO1 (stereo not drawn)	3	?	?	12%	-1%	6%	51	6	1%
O=C(Nc1ccc(F)c(Cl)c1)c1cc(C2CCCCN2C(=O)c2ccc(Cl)cc2)on1 (stereo not drawn)	-4	-6%	0%	-12%	·	10%	?	1	2%
Nc1nnnn1/N=C/c1ccc(Cl)cc1	-11	2%	2%	?	0%	?	-9	-24	-2%
Brc1ccc(-c2cn3nc4c(nc3n2)CCCC4)cc1	-7	0%	6%	5%	-4%	6%	-10	0	-23%
O=C(NNC(=O)c1ccccc1[N+](=O)[O-])c1ccccn1	4	-20%	-5%	-24%	7%	-27%	64	-20	-1%
CCN(CC)c1ccc(/C=C/c2ccc3ccc(OC)cc3[n+]2CC)cc1	0	-75%	?	?	-18%	?	-83*	-11	-2%
O=C(CNS(=O)(=O)c1cccs1)NCCc1ccc(Cl)cc1	-3	-18%	-13%	-3%	-5%	6%	0	2	4%
Cn1nc(C(=O)OCC(=O)Nc2sccc2C(N)=O)c2ccccc2c1=O	16	8%	13%	11%	-8%	16%	16	9	11%
COc1ccc(C2N(Cc3ccccc3)CCN2Cc2ccccc2)cc1[N+](=O)[O-]	-24	-8%	0%	-17%	-3%	-15%	0	?	14%
CCCOC(=O)c1ccc(NC(=O)Cc2cccs2)cc1	-4	16%	13%	2%	-1%	-1%	24	21	-3%
CCOC(=O)C1CCN(CC(C)(C)NS(=O)(=O)c2ccccc2)CC1	-6	1%	-13%	13%	1%	19%	-4	1	10%
C=CCc1ccc(OCCCNCc2ccccc2)c(OC)c1	-21	-11%	-13%	-6%	8%	-3%	?	-79*	-5%
O=C(O)c1ccc(C=NN=C2c3ccccc3-c3ccccc32)cc1	4	-19%	-3%	6%	-3%	?	16	12	18%
COc1ccccc1CN1C(=O)[C@H]2Cc3c([nH]c4ccccc34)C(C)(C)N2C1=O	·	-25%	-16%	·	-16%	·	·	·	-8%
O=C1C2C(c3ccccc3)CC=CC2[C@H](c2cccc([N+](=O)[O-])c2)N1Cc1ccccc1 (stereo partly drawn)	-6	-57%	?	-9%	2%[9.22 µM]	-6%	0	-15	-5%
O=C(O)/C=C/C(=O)N1Cc2cc3ccccc3nc2C1	1	1%	-8%	8%	-2%	3%	11	17	-1%
O=C(CN(c1ccccc1)S(=O)(=O)c1ccccc1[N+](=O)[O-])N1CCCC1	5	-28%	?	15%	-41%[inhibitor]	10%	-14	4	8%
CCOC(=O)C1CCCCN1S(=O)(=O)c1cc2c(cc1C)NC(=O)CO2 (stereo not drawn)	-4	-4%	-8%	14%	-4%	0%	47	-24	5%
Cc1ccc(CNC(=O)C2=NNC(=O)CC2)cc1	-1	4%	-5%	0%	0%	-10%	-5	6	0%
CN(C)CCCNC(=O)C[C@H]1C[C@H](C(=O)N2CCOCC2)[C@@]2(CCC3CCCC3)c3[nH]c4cc(CCC(=O)N(C)C)ccc4c3CCN2C1=O	4	19%	3%	4%	-1%	5%	3	6	-2%
C=CCNC(=S)NNC(=O)c1csc(CC)c1	1	-11%	9%	9%	-3%	11%	4	0	-1%
Cc1nnc(SCc2ccc(F)cc2)n1NC/C=C/c1ccccc1	3	?	?	-25%	-17%	?	-12	-13	7%
COc1ccc(/C=N/Nc2nc(N3CCCC3)nc(N3CCCC3)n2)cc1O	-3	2%	26%	-7%	-4%	-9%	10	71	2%
CC(=O)c1ccc(NC(=O)CSc2nc(N3CCOCC3)nc(N3CCOCC3)n2)cc1	-1	?	6%	-8%	-5%	-8%	-7	-2	4%
CCOCCCn1c(SCC(=O)Nc2ccc(C(N)=O)cc2)nc2ccccc2c1=O	-2	6%	6%	-1%	-3%	?	5	2	5%
O=C(NC1CC1)c1ccc(Cl)c(S(=O)(=O)N2CCOCC2)c1	2	12%	2%	20%	-3%	17%	1	3	5%
O=[N+]([O-])c1cc(Br)c(Nc2ccccc2)c([N+](=O)[O-])c1	-12	16µM*	?	?	?	3.3µM*	-98*	?	-1%
C=CCn1cc(CN2CCC(C(=O)Nc3ccc(Oc4cccnc4)cc3)CC2)c(C)n1	2	-11%	-11%	14%	-28%	6%	11	13	-2%
CN1Cc2sc(NC(=S)NC(=O)c3ccccc3)c(C#N)c2CC1(C)C	4	-12%	9%	-23%	-5%	-25%	·	-25	14%
CCn1c(SCC(=O)Nc2ccc3c(c2)OCCO3)nnc1C1CC1	13	7%	-20%	29%	-13%	13%	-9	10	13%
COc1ccc(C(=O)Nc2cccc(-c3cc4ccccc4oc3=O)c2)cc1[N+](=O)[O-]	5	-5%	0%	16µM*	?	?	3	-11	2%
O=C(COC(=O)/C=C/c1ccccc1)NC1CCCC1	-3	-5%	0%	3%	-7%	-2%	5	-10	-3%
CCc1nnc(NC(=O)C2CCCCN2S(=O)(=O)c2ccccc2)s1 (stereo not drawn)	1	?	7%	7%	2%	-2%	22	2	8%
N/C(=N\OC(=O)COc1ccc(Br)cc1)c1cccnc1	-9	?	0%	-1%	-56%[inhibitor]	-3%	0	2	-3%
CCC1CCCCN1CCCCOc1cccc(Cl)c1 (stereo not drawn)	-21	1%	3%	-18%	3%	-17%	0	-96*	-1%
O=C(CC[C@H]1O[C@@H](n2cnc3c(NC(=O)c4ccccc4)ncnc32)[C@H](O)[C@@H]1O)NCc1cccs1	1	20%	0%	23%	·	23%	-9	16	2%
Cc1ccc(OCCNC(=O)CNC(=O)c2ccccc2Cl)cc1	3	?	8%	-2%	-8%	11%	0	-6	-17%
Cc1cc2c3nonc3ccc2n1C	-5	-14%	8%	2%	0%	0%	-30	-3	-12%
O=C(NCCN1C(=O)C2C3C=CC(C3)C2C1=O)Nc1ccccc1O (stereo not drawn)	2	6%	20%	12%	-4%	13%	1	18	-3%
CC(=O)Nc1ccc(-c2csc(NC(=O)Cc3ccccc3F)n2)cc1	3	-1%	-8%	-1%	-68%[inhibitor]	-9%	-13	-5	20%

3 compounds picked at random from those above, as already listed:
SMILES	D3 ag	KB-V1 cytotox	KB-3-1 tox	HT1080NT lethal	SW480 rerep	HT1080 IDH1KD tx	IL1B secr inh	DRD3 antagonist	GLP1R ag
C=CCc1ccc(OCCCNCc2ccccc2)c(OC)c1	-21	-11%	-13%	-6%	8%	-3%	?	-79*	-5%
O=C(COC(=O)/C=C/c1ccccc1)NC1CCCC1	-3	-5%	0%	3%	-7%	-2%	5	-10	-3%
Cc1cc2c3nonc3ccc2n1C	-5	-14%	8%	2%	0%	0%	-30	-3	-12%

New compounds follow
SMILES	D3 ag	KB-V1 cytotox	KB-3-1 tox	HT1080NT lethal	SW480 rerep	HT1080 IDH1KD tx	IL1B secr inh	DRD3 antagonist	GLP1R ag
CCOC(=O)C(CSCC(=O)c1ccc(Cl)cc1Cl)NC(=O)OC(C)(C)C (stereo not drawn)	1	4%	9%	8%	-2%	21%	10	-7	-2%
O=C(NC(=O)N1CCN(c2ccccc2)CC1)c1ccc(Cl)cc1	-29	?	-4%	·	6%	·	-3	-22	-19%
Cc1ccccc1-n1c([C@@H]2C[C@H]2c2ccccc2)n[nH]c1=S	-9	0%	-2%	-2%	-11%	-1%	23	4	10%
COc1cc2c(cc1Cl)/C(=C\CCN(C)C)c1ccccc1S2	-58	16µM*	?	?	?	?	-103*	-92*	-17%
NC(C(=O)O)C1ON=C(Cl)C1O (stereo not drawn)	0	1.6µM*	0.33µM*	21µM*	?	?	56	-9	-6%
CN1CCCN(S(=O)(=O)c2ccc(O)c(C(=O)O)c2)CC1	4	?	3%	5%	-10%	1%	6	-1	-2%
Cc1c(NC(=O)c2ccc(NS(=O)(=O)c3ccc(F)c(F)c3)cc2)c(=O)n(-c2ccccc2)n1C	0	17%	-8%	5%	-9%	0%	3	-3	4%
COc1cc(-c2nnc(SCC(=O)OC3CCCCC3)o2)cc(OC)c1OC	10	21%	0%	0%	-3%	-14%	-60*	14	3%
CCCCNC(=O)C1(C)CCCCN1C(=O)c1ccc2ccccc2n1 (stereo not drawn)	-1	1%	0%	18%	·	5%	-6	-12	-7%

Single records (already shown):
Profile of Cc1ccccc1-n1c([C@@H]2C[C@H]2c2ccccc2)n[nH]c1=S → D3 ag: -9; KB-V1 cytotox: 0%; KB-3-1 tox: -2%; HT1080NT lethal: -2%; SW480 rerep: -11%; HT1080 IDH1KD tx: -1%; IL1B secr inh: 23; DRD3 antagonist: 4; GLP1R ag: 10%
Profile of CN1CCCN(S(=O)(=O)c2ccc(O)c(C(=O)O)c2)CC1 → D3 ag: 4; KB-V1 cytotox: ?; KB-3-1 tox: 3%; HT1080NT lethal: 5%; SW480 rerep: -10%; HT1080 IDH1KD tx: 1%; IL1B secr inh: 6; DRD3 antagonist: -1; GLP1R ag: -2%

Already shown: entries from further up.
SMILES	D3 ag	KB-V1 cytotox	KB-3-1 tox	HT1080NT lethal	SW480 rerep	HT1080 IDH1KD tx	IL1B secr inh	DRD3 antagonist	GLP1R ag
CCOC(=O)C(CSCC(=O)c1ccc(Cl)cc1Cl)NC(=O)OC(C)(C)C (stereo not drawn)	1	4%	9%	8%	-2%	21%	10	-7	-2%
O=C(NC(=O)N1CCN(c2ccccc2)CC1)c1ccc(Cl)cc1	-29	?	-4%	·	6%	·	-3	-22	-19%
Cc1ccccc1-n1c([C@@H]2C[C@H]2c2ccccc2)n[nH]c1=S	-9	0%	-2%	-2%	-11%	-1%	23	4	10%
COc1cc2c(cc1Cl)/C(=C\CCN(C)C)c1ccccc1S2	-58	16µM*	?	?	?	?	-103*	-92*	-17%
NC(C(=O)O)C1ON=C(Cl)C1O (stereo not drawn)	0	1.6µM*	0.33µM*	21µM*	?	?	56	-9	-6%
